# Screening data from PubChem BioAssay.
# ASM inhibitor: inhibitors of human secretory acid sphingomyelinase. Potency, µM (doses to about 57.5 µM), for the others: at the top dose activity change, negative = inhibition, actives largely listed as inhibitors. P17405. 0.006% of 340,000 active. placental ASM, HMU-PC fluorogenic substrate, 60 min; further: potency means the concentration at half of the fitted maximal effect
#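 Human placenta-derived ASM preincubated with compound 10 min at room temperature, then reacted with 9 uM (final) fluorogenic HMU-PC substrate for 60 min at 37 C. Stop solution raises pH to 10; fluorescence read at Ex 386/Em 447 nm.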
# Menin MLL FP TR: inhibitors of human menin-MLL interaction, mutant MLL peptide. 0.23% of 270,000 active. O00255. Menin + Texas Red MLL mutant peptide, fluorescence polarization. Potency, µM (doses to about 61.6 µM), without a hit: at the top dose FP activity change, negative = inhibition, hits mostly inhibitors. AID 1768; active means well fitted inhibition curve with a large enough effect in the polarisation, with a control signal flat, not every such curve was filed as active; inconclusive means small, poorly fitted or top-dose-only effect, or effect the other way, or a change in a side signal; inactive means no such curve, though single readings can be large or run the other way; the % refers to the polarisation; further: potency means the concentration at half of the fitted maximal effect; % of control where 0% means no effect; many of its hits are not listed in these tables
# Eya2 inh: blocks the phosphatase activity of human Eya2; O00167; AID 488837; Potency, µM (highest dose often 76.9 µM), inactives show at the top dose activity, negative = inhibition, most hits filed as inhibitors; 0.006% of 330,000 active; recombinant Eya2, OMFP fluorescence dephosphorylation (OMFP is methylfluorescein phosphate); further: potency means the concentration at half of the fitted maximal effect; on the % scale 0 is the no-effect control and ±100 the full control effect
# Target sequence (O00167 whole entry, looked up): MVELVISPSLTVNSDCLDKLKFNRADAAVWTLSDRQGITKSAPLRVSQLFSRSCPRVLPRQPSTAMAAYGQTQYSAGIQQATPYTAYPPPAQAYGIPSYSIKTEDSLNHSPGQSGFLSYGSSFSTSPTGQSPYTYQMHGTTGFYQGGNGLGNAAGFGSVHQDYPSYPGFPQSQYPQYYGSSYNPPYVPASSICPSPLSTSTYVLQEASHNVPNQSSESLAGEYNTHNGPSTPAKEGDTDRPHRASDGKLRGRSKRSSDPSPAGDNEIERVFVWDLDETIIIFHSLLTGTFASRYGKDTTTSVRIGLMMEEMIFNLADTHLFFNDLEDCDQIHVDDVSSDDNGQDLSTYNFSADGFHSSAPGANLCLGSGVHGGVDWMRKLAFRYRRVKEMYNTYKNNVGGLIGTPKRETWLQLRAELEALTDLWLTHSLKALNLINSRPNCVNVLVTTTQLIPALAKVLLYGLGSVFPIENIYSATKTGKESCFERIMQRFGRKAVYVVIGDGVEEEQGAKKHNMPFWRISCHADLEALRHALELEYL
#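 Eya2 protein (added as 0.2 uM solution) was preincubated with compound for 10 min at ambient temperature in 50 mM HEPES pH 7.5, 50 mM NaCl, 5 uM MgCl2, 0.05% BSA, 1 mM DTT. OMFP (added at 50 uM) then reacted 10 min; fluorescence read at 485/525 nm.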
# PKM2 activator: activators of human pyruvate kinase M2. Potency, µM (top dose mostly 57.5 µM), without a hit: at the highest dose activation, actives largely listed as activators. 0.34% of 260,000 active. P14618. purified PKM2, Kinase-Glo ATP luminescence, activation; response scale: 0% is enzyme alone, no compound. AID 1631; further: potency means the concentration at half of the fitted maximal effect; on the % scale 0 is the no-effect control and ±100 the full control effect; nearly all actives have a fitted effect of over 55% in size
#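 ATP formation by purified human PK-M2, quantified via coupled luciferase luminescence after 1 h at room temperature with 0.1 mM ADP and 0.5 mM PEP final.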
# KCNH2 WT inh: KCNH2 (human, wildtype) channel inhibition | Q12809 | U2OS, BacMam KCNH2, thallium flux FluxOr; active compounds read low | activity change, % at 1.84 µM | 0.37% of 340,000 active | AID 720551;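 active means maximum activity change below -70%; inconclusive means maximum activity change between -70% and -50%; inactive means maximum activity change above -50%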; further: on the % scale 0 is the no-effect control and ±100 the full control effect
#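 U2OS cells were transduced with wild-type KCNH2 virus (2.03 x 10^8 / mL) for 4 h at room temperature, then cultured overnight at 37 C. Thallium flux was read with FluxOr dye. Rate constants were normalized to DMSO controls.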
# USP2a block: blocks human ubiquitin-specific protease USP2a | Potency, µM (top dose mostly 38.3 µM), without a hit: at the highest dose activity change, negative = inhibition, actives largely listed as inhibitors | O75604 | USP2 core, Ub-CHOP2 coupled fluorogenic reporter, 485/531 | 0.01% of 330,000 active | AID 463254;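 further: potency means the concentration at half of the fitted maximal effect; plate controls were DMSO wells for no effect and full inhibition by NEM control for full effect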
#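 Deubiquitinase activity read as fluorescence (485/531 nm) after Ub-CHOP2 cleavage activates the enterokinase reporter on its substrate; USP2 core 10nM, Ub-CHOP2 and substrate 25nM each, 30min compound preincubation then 60min RT; data normalized to NEM, curves fitted.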
# TSHR antagonist: blocks TSH signaling through the human TSH receptor; P16473; TSHR-expressing cells, TSH-stimulated cAMP HTRF, 2 h; active compounds read low; activity change, negative = inhibition, % at 11.5 µM; 0.2% of 330,000 active; AID 504810;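 active means activity change below a set negative limit, meaning inhibition stronger than a set level, cut at about -70% in these data; inconclusive means activity change between two set negative limits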; further: on the % scale 0 is the no-effect control and ±100 the full control effect
#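 Inhibition of cAMP made by TSHR-expressing cells under TSH stimulation (4nM final, EC80; 2 h, 37 deg C) is quantified with a one-step lysis HTRF kit, anti-cAMP cryptate versus cAMP-d2.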
# Chronic BCR inh: inhibitors of chronic active B-cell receptor signaling. ABC-DLBCL IkBa-CBG/CBR reporter, luminescence ratio, 4 h. Potency, µM (series often up to 46.1 µM), inactives show at the highest dose ratio change, negative = lower green/red ratio, hits mostly inhibitors. 0.05% of 340,000 active. AID 493014; active means well fitted inhibition curve with a large enough effect in the signal ratio, with a control signal flat, not every such curve was filed as active; inconclusive means small, poorly fitted or top-dose-only effect, or effect the other way, or a change in a side signal; the % refers to the signal ratio;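 further: potency means the concentration at half of the fitted maximal effect; plate controls were basal doxycycline-induced cells for no effect and cells given 10 µM MG132 for full effect; MG132 reads +100%, hits lower the ratio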
#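 Compounds up to 46 uM were incubated four hours with TMD8 cells whose green CBG68 luciferase is fused to IkappaBalpha; red CBR luminescence normalised the signal, and concentration-effect curves were fitted to fusion, red and ratio data.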
# GALK inhibitor: blocks human galactokinase activity; P51570; Purified GALK, Kinase-Glo residual ATP luminescence; Potency, µM (highest dose often 57.5 µM), inactives show at the top dose activity change, negative = inhibition, actives largely listed as inhibitors; 0.007% of 270,000 active; AID 1868; further: potency means the concentration at half of the fitted maximal effect; on the % scale 0 is the no-effect control and ±100 the full control effect
#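 ATP-depletion format; final 35 uM ATP, 100 uM D-galactose, 5 nM enzyme; pH 8.0 HEPES/Mg2+ buffer; 60 min RT; luminescence read 10 min after detection reagent.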
# MBNL1 CUG block: inhibitors of human MBNL1 binding to CUG repeat RNA; Q9NR56; TR-FRET MBNL1-His/biotin-(CUG)12 binding, 665/545 ratio; Potency, µM (top dose mostly 57.5 µM), for inactives: top-dose activity change, negative = inhibition, usual class: inhibitors; 0.036% of 280,000 active; AID 2675; active means well fitted inhibition curve with a large enough effect in the signal ratio, with a control signal flat, not every such curve was filed as active; inconclusive means small, poorly fitted or top-dose-only effect, or effect the other way, or a change in a side signal; inactive means no such curve, though single readings can be large or run the other way; the % refers to the signal ratio; further: potency means the concentration at half of the fitted maximal effect; on the % scale 0 is the no-effect control and ±100 the full control effect
# Target sequence (Q9NR56 whole entry, looked up): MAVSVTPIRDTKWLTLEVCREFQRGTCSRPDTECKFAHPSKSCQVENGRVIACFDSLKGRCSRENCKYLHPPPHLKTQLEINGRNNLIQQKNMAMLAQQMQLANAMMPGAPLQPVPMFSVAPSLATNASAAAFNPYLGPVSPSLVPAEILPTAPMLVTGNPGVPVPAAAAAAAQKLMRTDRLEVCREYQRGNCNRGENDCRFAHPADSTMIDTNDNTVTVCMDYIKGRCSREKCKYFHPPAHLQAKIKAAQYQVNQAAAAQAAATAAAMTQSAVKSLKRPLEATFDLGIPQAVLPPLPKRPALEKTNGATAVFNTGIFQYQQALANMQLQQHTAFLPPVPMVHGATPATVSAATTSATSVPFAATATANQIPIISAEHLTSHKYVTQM
#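 TR-FRET readout: Ex 340 nm, 665/545 nm emission ratio, normalized to buffer-only (basal) and MBNL1-(CUG)12 controls. Complex of MBNL1-His with Biotin-(CUG)12, compounds 92 nM–58 uM, incubated 60 min at room temperature.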
# Mito fusion act: inhibitors of mitochondrial division or activators of mitochondrial fusion; S. cerevisiae fusion-defective mutant growth rescue, CellTiterGlo 48 h; Potency, µM (titrated, usually from 46.1 µM), for the others: top-dose growth rescue (activation), usual class: activators; 0.23% of 320,000 active;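 further: potency means the concentration at half of the fitted maximal effect; % of control where 0% means no effect; nearly all actives have a fitted effect of over 45% in size; temperature-sensitive fusion mutants such as fzo1-1 at 37 °C on non-fermentable ethanol glycerol medium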
#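 Read-out: ATP-based luminescence (CellTiterGlo, 10 min ambient) reporting growth of fusion-defective ts yeast after 48 hours at 37C on glycerol/ethanol YPEG medium in the presence of compound.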
# * = called active by the depositor; ? = inconclusive; · = no result given; [ ] = another dose, or the depositor's remark. Unless noted, the call rests on the fitted dose curve; in most records, active means well fitted curve in the direction sought with a large enough effect; inconclusive means small, poorly fitted or top-dose-only effect, or another doubt; inactive means no such curve, though single readings can be large; an effect the other way counts as inactive or inconclusive.
SMILES,ASM inhibitor,Menin MLL FP TR,Eya2 inh,PKM2 activator,KCNH2 WT inh,USP2a block,TSHR antagonist,Chronic BCR inh,GALK inhibitor,MBNL1 CUG block,Mito fusion act
CCOc1cccc(CNn2cnnc2)c1OCc1ccccc1Cl,1%,-2%,8%,3%,-4,5%,-12,1%,-1%,-4%,3%
CCCCSc1nnc(CNC(=O)C23CC4CC(CC(C4)C2)C3)n1Cc1ccccc1,-1%,?,-6%,5%,6,-1%,8,?,-2%,6%,12%
O=[N+]([O-])c1cc(S(=O)(=O)N2CCCCCC2)ccc1Cl,-2%,-6%,-1%,1%,0,5%,16,-1%,-3%,?,8%
Cc1cc(NC(=O)CC(C)C)c(=O)n(Cc2cccc(F)c2)c1,-1%,-19%,-3%,0%,-3,0%,?,0%,-10%,-11%,-4%
O=C(C1CC1)N1CCN=C1SCc1ccccc1Cl,2%,1%,1%,16%,-11,3%,-11,5%,2%,-3%,1%
CC(C)Cc1cc(C(=O)N2CCCC(CO)(Cc3ccc(F)cc3F)C2)n[nH]1 (stereo unspecified),2%,2%,-8%,·,-2,-1%,1,-10%,-3%,2%,-10%
COc1ccccc1NC(=O)C(C)OC(=O)CC1CCCC1 (stereo unspecified),3%,·,3%,-6%,6,-1%,-8,1%,0%,-3%,0%
COc1ccc(NC(=O)CSc2nc3ccc(Nc4nc(N5CCOCC5)nc(N5CCOCC5)n4)cc3s2)cc1,-1%,·,8%,·,-2,2%,-4,-15%,3%,3%,-1%
Cc1ccccc1C(=O)NC(=S)Nc1ccccc1[N+](=O)[O-],0%,44%[activator],-2%,-2%,-4,2%,-8,3%,9%,3%,12%
CCCc1nc2sc3ccccc3c(=O)c2c(=O)n1Cc1ccc(OC)cc1,-13%,·,11%,15%,-11,-1%,0,1%,5%,2%,11%
O=C(Nc1cccc(S(=O)(=O)N2CCOCC2)c1)c1cc2c(s1)CCC2,-8%,?,-31%,1%,-2,1%,-19,-11%,-1%,0%,-1%
CC#CC(=O)N1CCCC(C(=O)c2ccc(SC)cc2)C1 (stereo unspecified),-6%,-17%,8%,1%,-19,3%,-3,3%,5%,-7%,4%

# Complete entries as entered above. Screens in order: ASM inhibitor, Menin MLL FP TR, Eya2 inh, PKM2 activator, KCNH2 WT inh, USP2a block, TSHR antagonist, Chronic BCR inh, GALK inhibitor, MBNL1 CUG block, Mito fusion act
# Profile of CC(C)Cc1cc(C(=O)N2CCCC(CO)(Cc3ccc(F)cc3F)C2)n[nH]1 (stereo unspecified) = 2%, 2%, -8%, ·, -2, -1%, 1, -10%, -3%, 2%, -10%
# Profile of O=[N+]([O-])c1cc(S(=O)(=O)N2CCCCCC2)ccc1Cl = -2%, -6%, -1%, 1%, 0, 5%, 16, -1%, -3%, ?, 8%
# Profile of CCOc1cccc(CNn2cnnc2)c1OCc1ccccc1Cl = 1%, -2%, 8%, 3%, -4, 5%, -12, 1%, -1%, -4%, 3%
# Profile of Cc1cc(NC(=O)CC(C)C)c(=O)n(Cc2cccc(F)c2)c1 = -1%, -19%, -3%, 0%, -3, 0%, ?, 0%, -10%, -11%, -4%

# More compounds:
SMILES,ASM inhibitor,Menin MLL FP TR,Eya2 inh,PKM2 activator,KCNH2 WT inh,USP2a block,TSHR antagonist,Chronic BCR inh,GALK inhibitor,MBNL1 CUG block,Mito fusion act
O=C(Nc1ccc(S(=O)(=O)NCCc2ccccc2)cc1)c1ccc(Br)o1,-7%,?,-1%,-5%,0,0%,4,?,-2%,0%,1%
Cc1ccc(S(=O)(=O)NCC(c2ccco2)S(=O)(=O)c2ccccc2)cc1 (stereo unspecified),3%,·,-7%,·,2,3%,21,?,·,·,-8%
Cc1ccc(N2C(=O)CC(C)(C)CC2=O)cc1Cl,0%,-8%,0%,?,1,-1%,7,1%,1%,-2%,2%
Cc1ccc(S(=O)(=O)NC(=O)Nc2cc(C)on2)cc1,3%,3%,-8%,-2%,-9,0%,-8,-3%,0%,7%,-3%
Cc1ccc(CCNC(=O)C2CC(c3cccc(F)c3)=NO2)cc1 (stereo unspecified),0%,·,7%,-14%,-21,0%,15,1%,5%,-12%,27%
N#C/C=C/N1CCN(Cc2ccc3c(c2)OCO3)CC1,-1%,10%,14%,·,2,-1%,10,-2%,-1%,2%,-3%
Cc1cc(C(=O)OCC(=O)Nc2cccnc2Cl)c2ccccc2n1,2%,-4%,0%,0%,16,-5%,7,?,8%,23%,-5%
CCCn1c(CN2CCN(C(=O)c3ccco3)CC2)nc2cc(S(=O)(=O)N(C)C)ccc21,35%[activator],·,-15%,·,-18,-2%,·,-18%,·,·,4%
Cc1cc(C)c(S(=O)(=O)N(C)CC(=O)NCc2cccnc2)c(C)c1,-17%,0%,-4%,·,-6,0%,10,7%,6%,-5%,4%
Cc1ccc(S(=O)(=O)N2CCC(C(=O)N3CCC[C@H]3C(=O)NCc3ccco3)CC2)cc1,7%,2%,-5%,-4%,11,2%,-2,0%,6%,6%,-3%
O=C1C(=O)N(Cc2cccnc2)C(c2cccc(O)c2)/C1=C(\O)c1ccc2c(c1)OCCO2 (stereo unspecified),-2%,6%,1%,0%,-2,0%,10,2%,-5%,14%,-11%
O=C(CSc1nccc(=O)[nH]1)Nc1ccc(Br)c(Cl)c1,-3%,25%,6%,-6%,0,-1%,-8,?,2%,-1%,-1%
CCCC(=O)Nc1nnc(Sc2ccc(N(C)C)cc2)s1,0%,1%,-9%,2%,-13,-1%,0,?,-5%,-2%,1%
Cc1cccc(C)c1OCC(O)CN1CCN(c2ccccc2)CC1 (stereo unspecified),2%,-6%,-24%,4%,12,1%,-6,0%,-3%,-9%,5%
O=c1ccc2cc3c([nH]c4ccc(Br)cc43)oc-2c1O,·,7%,-35%,21%,·,-2%,6,?,0%,-7%,2%
Cc1nc(-c2ccc(C(=O)Nc3cccc(F)c3)cc2)cs1,-1%,?,2%,-25%,-1,0%,-39,?,7%,4%,-4%
CC1(C(=O)OCC(=O)NC(=O)NCc2ccccc2)CC1(Cl)Cl (stereo unspecified),-2%,-13%,-10%,4%,-9,0%,-3,-4%,11%,-4%,7%
CCOc1ccc(-c2nc(C#N)c(NCc3ccc4c(c3)OCO4)o2)cc1,?,20%,0%,-8%,3,0%,7,0%,-1%,4%,3%
O=C(OCC(=O)N1CCN(c2ccccc2)CC1)c1cc(Cl)ccc1[N+](=O)[O-],-3%,·,-2%,-6%,-18,-1%,-14,3%,-8%,?,-3%
Cc1cccc(C(=O)c2cnc3ccccc3c2-c2ccccc2)c1,-16%,-13%,-17%,-19%,-17,-8%,-25,?,-3%,0%,14%
COc1ccc(N2CC(C(=O)Nc3cc(C(F)(F)F)ccc3N3CCCC3)CC2=O)c(OC)c1 (stereo unspecified),-3%,·,26%,·,-6,2%,-2,-3%,·,·,3%
Clc1ccc(OCc2nn3c(C4CCCCC4)nnc3s2)cc1,-10%,?,3%,-3%,0,3%,-16,?,-1%,-11%,-7%
NC(=O)/C=C\C(=O)Nc1cccc(C(F)(F)F)c1,1%,7%,4%,?,5,2%,5,?,-4%,12%,-25%
Cc1ccc(C(C(=O)NC(C)(C)C)N(Cc2ccccc2)C(=O)c2snc(C(N)=O)c2N)o1 (stereo unspecified),373%[activator],2%,-13%,5%,3,-2%,23,?,10%,11%,4%
COc1ccc(S(=O)(=O)N(CCc2ccccc2)CC(=O)NCCCO)cc1,0%,5%,6%,-1%,-6,3%,-9,2%,-1%,-3%,4%
COc1cccc(-n2c(SCC(N)=O)nc3ccccc3c2=O)c1,-4%,4%,-4%,1%,1,2%,-5,1%,-2%,1%,6%

# An excerpt; rates above refer to the full screens.
